3CLpro inhibitor: SARS-CoV 3CLpro protease inhibition; recombinant SARS-CoV 3CLpro, quenched FRET peptide cleavage; actives 0.14% (n = 290,000); inhibition, % at 6 µM; in the data active = inhibition above about 12%
SSB-PriA inh: K. pneumoniae PriA-SSBct interaction inhibition | AlphaScreen SSBct-PriA binding, biotinylated peptide | inhibition, % at 33 µM | actives 0.6% (n = 430,000) | AID 1272365; in the data active = inhibition mostly above about 37%, no sharp cut-off; inactive = mostly below about 20%;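 also: plate controls were negative control peptide for no effect and reference peptide for full effect; strong numbers were not always called active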
PfHsp40 yeast: restores yeast growth despite PfHsp40 toxicity; S. cerevisiae expressing PfHsp40, growth rescue, ATP luminescence; AID 504582; actives 0.68% (n = 340,000); growth rescue, % at 12.5 µM; in the data active = growth rescue above about 28%, passing the limit was not always enough; inconclusive = no clear call, values can overlap the other calls;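 also: yeast W303a lacking pdr1 and pdr3 grown in galactose medium; growth measured after three days at 30 °C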
Anthrax LF inh2: anthrax lethal factor protease inhibition. P15917. multiplex microsphere protease cleavage assay, LF. inhibition, % at 10 µM. actives 0.12% (n = 360,000). AID 588501; also: plate controls were buffer without enzyme for full effect and enzyme alone for no effect
Target sequence (P15917 whole entry, looked up): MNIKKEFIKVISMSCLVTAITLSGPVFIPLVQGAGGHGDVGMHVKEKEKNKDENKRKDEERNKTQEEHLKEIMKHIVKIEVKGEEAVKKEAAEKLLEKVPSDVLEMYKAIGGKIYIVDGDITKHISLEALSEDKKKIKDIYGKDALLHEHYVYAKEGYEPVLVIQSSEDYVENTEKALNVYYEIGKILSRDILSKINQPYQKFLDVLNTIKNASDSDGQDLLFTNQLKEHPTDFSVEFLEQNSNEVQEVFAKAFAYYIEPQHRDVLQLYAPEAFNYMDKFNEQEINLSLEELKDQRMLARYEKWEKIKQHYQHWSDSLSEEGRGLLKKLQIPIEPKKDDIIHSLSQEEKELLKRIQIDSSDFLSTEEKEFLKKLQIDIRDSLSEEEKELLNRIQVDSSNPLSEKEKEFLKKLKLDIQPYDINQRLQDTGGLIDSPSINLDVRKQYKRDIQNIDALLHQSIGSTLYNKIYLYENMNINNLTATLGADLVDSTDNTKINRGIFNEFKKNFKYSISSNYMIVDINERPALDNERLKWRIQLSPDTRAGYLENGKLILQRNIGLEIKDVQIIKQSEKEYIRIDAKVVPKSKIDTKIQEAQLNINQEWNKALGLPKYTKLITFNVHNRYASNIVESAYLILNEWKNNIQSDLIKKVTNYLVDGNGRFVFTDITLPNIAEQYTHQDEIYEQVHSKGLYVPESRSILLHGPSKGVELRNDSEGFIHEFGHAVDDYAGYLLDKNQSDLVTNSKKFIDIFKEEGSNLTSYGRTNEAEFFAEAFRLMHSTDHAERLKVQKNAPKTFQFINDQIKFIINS
PrPC surface inh: inhibitors of human cell surface prion protein PrPC. TR-FRET read-out. actives 0.43% (n = 370,000). inhibition, % at 13.8 µM. P04156; in the data active = inhibition above about 24%; also: 0% = median of the test wells and 100% = reference compound wells
Vc quorum ag: quorum light induction in luxS cqsA deficient V. cholerae | actives 0.16% (n = 350,000) | AID 588436 | activation, % at 18.7 µM | V. cholerae BH1578 lux reporter, luminescence, 6 h; in the data active = activation mostly above about 9.7%, no sharp cut-off; inconclusive = no clear call, values can overlap the other calls; inactive = mostly below about 3.7%; also: not every result past the cut was called active; inactives centre near 0; reference of the scale not given here
BoNT A protease: BoNT A light chain protease inhibition; multiplex microsphere protease substrate cleavage, flow cytometry; inhibition, % at 10 µM; actives 0.17% (n = 360,000); AID 588499; also: plate controls were buffer without enzyme for full effect and enzyme alone for no effect
Y pestis TopoI: blocks Yersinia pestis topoisomerase I activity. actives 0.064% (n = 360,000). AID 504884. activity, % at 10 µM. Y. pestis Topo-I cleavage product accumulation, plate reader; in the data active = activity above about 50%, passing the limit was not always enough; inconclusive = no clear call, values can overlap the other calls; also: inactives centre near 2
TcdB GH inh: inhibitors of Clostridioides difficile toxin B glycohydrolase; P18177; TcdB glycohydrolase enzymatic assay, plate reader; inhibition, % at 9.99 µM; actives 0.24% (n = 350,000); AID 652162; in the data active = inhibition above about 10%
* = called active by the depositor; i = inactive; ? = inconclusive; . = no result given; & = joins results of further samples. Rule as the data show it, unless noted: active = inhibition above about 30%; inconclusive = no clear call, values can overlap the other calls; inactive = below that.

SMILES	3CLpro inhibitor	SSB-PriA inh	PfHsp40 yeast	Anthrax LF inh2	PrPC surface inh	Vc quorum ag	BoNT A protease	Y pestis TopoI	TcdB GH inh
COCc1cc(C)nc(OCC(=O)N/N=C\c2cc(C)n(-c3cccc(C(F)(F)F)c3)c2C)c1C#N	4	.	-0.9	-4	-1	i	-1.0	16	.
Cc1ccsc1C(=O)N(C)C1CCS(=O)(=O)C1 (stereo unspecified)	.	-3	-1.1	0	8	-1.7	-2.7	-1	-1.0
COCCN(C(=O)COC(=O)CCCOc1ccccc1)c1c(N)n(Cc2ccccc2)c(=O)[nH]c1=O	.	-4	.	5	-4	0.0	-0.1	10	-2.7
COC(=O)c1ccccc1NC(=O)Oc1ccc(F)cc1	-1	-16	-1.2	-3	-3	i	-1.2	-1	.
COc1cccc(N2CCN(C(=O)C3CCN(S(=O)(=O)c4ccc5c(c4)oc(=O)n5C)CC3)CC2)c1	-5	2	1.0	-5	5	i	-2.7	30	3.0
Cc1nc(SCc2ccc(Cl)cc2)ncc1C(=O)O	-1	-15	0.0	-7	-1	-0.9	-0.4	-9	1.9
COc1cc([N+](=O)[O-])ccc1N	-1	-4	-0.4	-4	-6	0.2	-0.1	-4	1.1
O=C(/C=C/c1ccccc1)Nc1cccnc1	0	-16&-16	-1.1	3	-12	i	-3.5	2	-0.3
C=CCOC(=O)C1CC=CCC1C(=O)Oc1ccc(F)cc1F (stereo unspecified)	1	-65	0.4	-3	-4	i	?	-8	0.9
Cc1cc2ccccc2nc1SCC(=O)NC1CCCCC1	1	-5	0.7	-1	5	0.7	-0.8	16	0.6
O=C(N/N=C/C=C/c1ccccc1)c1n[nH]c2c1CCC2	-3	.	0.6	-6	7	.	-0.3	3	0.4
NC(=O)C1CN(C(=O)c2cccc(S(=O)(=O)N3CCc4ccccc43)c2)c2ccccc2O1 (stereo unspecified)	.	7	3.1	-1	0	4.2	0.7	18	-1.2
O=C(c1ccccc1Sc1ccc([N+](=O)[O-])cc1)N1CCCCC1	2	8	-0.1	0	-16	-0.2	0.5	2	.
N#CCC(=O)Nc1ccc(C(=O)OCC(=O)Nc2ccccc2-c2ccccc2)cc1	1	-13	0.6	-7	9	-0.2	1.2	-2	-0.4
O=C(Cn1cnc2ccccc2c1=O)NNC(=O)c1ccccc1F	.	-6	-0.1	-4	3	0.8	0.4	4	-0.6
CC1(C)NC(=O)N(CC(O)COc2cccc(F)c2)C1=O (stereo unspecified)	2	-5	0.5	-2	-1	-0.2	-0.3	-3	-0.4
CS(=O)(=O)N(CC(=O)NCc1ccco1)c1ccc(Cl)cc1Cl	3	3	8.8	1	0	-0.2	-0.3	2	0.5
O=C(COC(=O)C1CCC1)Nc1ccc(Oc2ccccc2)cc1	-1	-11	-1.5	0	-2	1.8	3.8	6	.
COc1cc(CNC(=O)CCCC(=O)c2ccccc2)cc(OC)c1OC	3	-6	-0.7	6	13	3.2	-2.5	-3	-0.8
Cc1ccc(NC(=O)CSCC(=O)N2CCN(c3cccc(C(F)(F)F)c3)CC2)cc1	.	-4	41*	0	2	-0.1	1.7	18	0.8

Grouped by structure: those above with a CF3 group.
SMILES	3CLpro inhibitor	SSB-PriA inh	PfHsp40 yeast	Anthrax LF inh2	PrPC surface inh	Vc quorum ag	BoNT A protease	Y pestis TopoI	TcdB GH inh
COCc1cc(C)nc(OCC(=O)N/N=C\c2cc(C)n(-c3cccc(C(F)(F)F)c3)c2C)c1C#N	4	.	-0.9	-4	-1	i	-1.0	16	.
Cc1ccc(NC(=O)CSCC(=O)N2CCN(c3cccc(C(F)(F)F)c3)CC2)cc1	.	-4	41*	0	2	-0.1	1.7	18	0.8

Going on with the list.
SMILES	3CLpro inhibitor	SSB-PriA inh	PfHsp40 yeast	Anthrax LF inh2	PrPC surface inh	Vc quorum ag	BoNT A protease	Y pestis TopoI	TcdB GH inh
O=C(COc1ccccc1)N(Cc1nnc(-c2ccccc2Cl)o1)C1CC1	.	-20	0.7	0	-4	i	12	11	1.5
Cc1[nH]n(-c2ccccc2)c(=O)c1C(=O)c1ccc(Cl)cc1	6	-4	96*	-5	-1	i	-0.8	-3	-1.1
Cc1cc(NC(=O)CCl)no1	4	2	-0.7	-7	0	-0.5	1.0	3	1.6
COc1cc(C(=O)NCCCc2nc3ccccc3n2Cc2cc(C)ccc2C)cc(OC)c1OC	3	1	0.2	4	-5	-0.6	-0.1	-1	1.0
Cn1c(CNC(=O)Nc2ccccc2Cl)nnc1SCc1ccccc1	-1	0	-0.1	-2	4	i	-1.0	1	.
Cc1cccc(-c2ccc3ncnc(NCc4cccs4)c3c2)c1	.	-11	-0.9	4	-6	0.1	0.0	1	1.0
COc1ccc(CCn2c(C)cc(C(=O)COC(=O)c3cnc(C)cn3)c2C)cc1	.	9	0.5	3	-2	-0.7	-1.4	23	0.3
Cc1ccc(-n2c(SCC(=O)Nc3ccc4c(c3)OCO4)nnc2-c2ccoc2C)cc1	4	-7	7.4	5	-6	-0.4	0.5	21	.
CCC1CC(CSc2ncn[nH]2)OC1=O (stereo unspecified)	2	-16	-1.6	-3	10	i	-0.6	1	.
O=C(Nc1ccc(-c2cn3ccsc3n2)cc1)c1ccc(F)c(S(=O)(=O)N2CCOCC2)c1	-6	6	0.1	-6	13	12	-1.5	13	.
Cn1c(N2CCCC2)nc2c1c(=O)n(Cc1cccc(F)c1)c(=O)n2C	3	-2	0.4	-4	0	-0.3	-1.1	3	.
Cc1ccc(N/N=C/c2ccncc2)cc1	-4	.	3.9	-16	17	-0.6	-0.8	-17	-0.7
Cc1ccccc1NC(=O)N1C2CCCC1CC(NC(=O)C1CC1)C2 (stereo unspecified)	4	-3	-0.1	1	-8	1.9	1.0	-8	.
N#Cc1c([N+](=O)[O-])cc([N+](=O)[O-])cc1S(=O)(=O)Cc1ccccc1	.	-18	17	-2	42*	-0.6	0.0	-10	1.3
CCOC(=O)CC(=O)Nc1c(C)cc(C)cc1C	0	-17	-0.2	-8	.	-2.6	?	13	0.7
Clc1ccc(Cl)c(OCCCCN2CCCCC2)c1	2	37	3.1	-3	1	i	-2.2	-3	0.3
COc1ccc(S(=O)(=O)N2CCOCC2)cc1NC(=O)COc1ccc2ccc(=O)oc2c1	.	-1	0.4	12	-6	0.8	0.2	0	0.0
Nc1nc(N)c2ncc(C(=O)CCc3ccccc3)nc2n1	-1	-12	?	-3	-7	i	0.5	6	-0.2
CC12CCC(C(=O)NCc3ccc4c(c3)OCO4)(C(=O)C1=O)C2(C)C (stereo unspecified)	-4	0&-1	-0.1	0	5	-1.0	-0.6	6	.
COc1ccc(-n2c(=S)[nH]c3cc(C(=O)NCCCN4CCCC4=O)ccc3c2=O)cc1OC	-1	-8	-0.9	-2	5	-0.4	0.6	-3	.

Exported with bars between the fields: entries from further up.
Structure | 3CLpro inhibitor | SSB-PriA inh | PfHsp40 yeast | Anthrax LF inh2 | PrPC surface inh | Vc quorum ag | BoNT A protease | Y pestis TopoI | TcdB GH inh
O=C(COc1ccccc1)N(Cc1nnc(-c2ccccc2Cl)o1)C1CC1 | . | -20 | 0.7 | 0 | -4 | i | 12 | 11 | 1.5
Cc1[nH]n(-c2ccccc2)c(=O)c1C(=O)c1ccc(Cl)cc1 | 6 | -4 | 96* | -5 | -1 | i | -0.8 | -3 | -1.1

Remaining list, next part:
SMILES	3CLpro inhibitor	SSB-PriA inh	PfHsp40 yeast	Anthrax LF inh2	PrPC surface inh	Vc quorum ag	BoNT A protease	Y pestis TopoI	TcdB GH inh
Cc1nn2c(NCCCN(C)C)c3c(nc2c1-c1ccccc1)CCC3	-9	-1	0.8	-4	-3	-0.3	-0.3	-7	.
c1ccc(CC2CCN(C3=Nc4cccc5cccc3c45)CC2)cc1	0	15	-1.2	-4	.	0.8	2.0	5	.
Cc1ccccc1-n1c(SCc2csc(Nc3ccccc3)n2)nnc1-c1cccnc1	0	15	4.7	-2	5	-0.2	2.1	2	.
CSCCC(=O)NC1CC(C)(C)Cc2c1cnn2-c1ccccc1C (stereo unspecified)	-1	0	1.5	-11	2	4.5	?	7	-0.2
Cc1nn(Cc2ccc(F)cc2)c(C)c1NC(=O)C1c2ccccc2Oc2ccccc21	1	-23	1.0	-1	7	-0.6	-0.3	20	.
COC(=O)c1cc(N2CCN(C)CC2)nc2ccccc12	4	4	0.3	-7	7	-0.4	1.2	-3	-1.1
Cn1c(=O)c2c([nH]c(=S)n2Cc2ccc(Cl)cc2)n(C)c1=O	-1	-3	-0.5	0	-2	-0.2	2.1	-3	6.2
CCc1ccc(NC2CC(=O)N(CCc3ccc(OC)c(OC)c3)C2=O)cc1 (stereo unspecified)	-1	0	1.6	0	5	i	0.0	11	0.3
CCCS(=O)(=O)c1nc(S(=O)(=O)c2ccc(C)cc2)c(NCCCn2ccnc2)s1	0	-9	1.0	3	9	-0.2	1.7	1	0.7
Cc1cc(NS(=O)(=O)c2ccccc2)n(-c2ccccc2)n1	-1	-16	-0.7	-6	-1	i	0.9	-14	.
CC(C)CCNC(=O)C(=O)Nc1cc2c3c(c1)CC(=O)N3CCC2	-2	-12	-1.1	-3	5	i	3.4	1	0.3
Cc1c(Cl)ccc(S(=O)(=O)NCCCn2ccnc2)c1Cl	3	10&2	0.4	-1	13	-0.5	-1.8	2	2.3
CCO[C@H]1OC(C(=O)NCc2ccccc2)=C[C@@H](c2ccc(Br)cc2)[C@@H]1CCCO	-7	-12	3.5	1	1	-0.6	-0.1	16	-3.0
O=C(O)CCc1ccc(S(=O)(=O)NCCc2ccccc2)cc1	0	-14	15	1	-3	-0.2	-2.6	-1	.
COC(=O)c1c(C)[nH]c(C(=O)COc2ccc3ccc(=O)oc3c2)c1C	.	-8	-1.4	-1	-7	-5.7	-2.1	3	0.3
Cc1ccc(-c2cc(C(=O)N3CCCCC3)c3ccccc3n2)cc1C	1	-9	11	0	8	-0.4	0.9	25	0.9
C=CCn1ccc(O)c(Cc2ccc(Cl)cc2)c1=O	-1	-1	0.4	19	1	i	-0.1	0	0.6
OC(CN1CCOCC1)Cn1c(-c2cccc(Cl)c2)nc2ccccc21 (stereo unspecified)	-3	-2	-0.5	-21	-6	0.4	-7.7	-5	.
Cc1ccc(C(=O)N2CCN(C(=O)N3CCOCC3)CC2)cc1	-7	3&-17	-1.1	-1	4	0.1	-0.3	1	.
Cn1nc(-c2ccccc2)c(C(=O)NCC(=O)O)c1Cl	0	-26	0.8	7	11	-0.2	2.9	-7	0.7
O=c1[nH]c2ccccc2n1C1CCN(C(c2nnnn2C2CCCCC2)C2CC2)CC1 (stereo unspecified)	.	.	.	3	-3	.	0.8	.	0.3
COCCn1c(SCC(=O)c2c(N)n(C)c(=O)n(C)c2=O)nc2ccccc21	-4	-2	-1.3	-4	-1	i	0.5	0	-0.7
CCOC(=O)c1ccc(N2C(=O)c3n[nH]c(C)c3C2c2ccco2)cc1 (stereo unspecified)	1	0	-1.0	5	4	0.6	-0.2	15	.
COc1cc(C)ccc1OCCCON1C(=O)CCC1=O	0	-7	-0.8	-2	-6	i	1.7	8	.
O=C(CSC(=S)N1CCSCC1)c1ccc(Cl)cc1	3	9	0.3	-4	8	-0.2	-0.6	43	-1.4
CSc1nnc(-c2ccccc2N=Cc2c(C)[nH]n(-c3ccc4ccccc4c3)c2=O)c(=O)[nH]1	-1	-1	-0.3	0	-1	2.0	-0.2	2	.
C/C(=C\C(=O)c1ccc(C)cc1)NCc1ccc(F)cc1	5	.	1.7	-4	9	i	-0.4	4	.
CCC(CO)Oc1cc(NCc2ccc(O)cc2)c2ncn(C(C)C)c2c1 (stereo unspecified)	.	16	4.7	-6	0	i	0.3	-1	6.0
Cn1c(=O)c2c(nc(NN=C3CCCC3)n2C)n(C)c1=O	-2	-6	0.0	-3	3	-0.2	-0.8	-10	-1.2
Cc1ccc(N2CCN(C(=O)c3ccccc3)CC2)c(C)c1	-3	-4	-0.3	-1	6	1.6	-0.4	18	-0.2
CNc1ccc(-c2cccc(C(=O)N3CCOCC3)c2)cn1	.	.	.	-4	7	0.9	-0.5	1	0.7
CCOC(=O)c1cc(NC(=O)c2ccccc2)c(=O)oc1C(F)(F)F	1	-3	-0.6	0	-6	.	-1.0	-3	-3.1
O=C(c1ccc2c(=O)n3c(nc2c1)CCCCC3)N1CCN(c2ccccc2)CC1	0	-4	-1.0	-8	0	-0.3	3.2	7	-1.1

Some of the compounds tested; rates above refer to the full screens.
